# aGlu spleen mod: inhibits or activates alpha-glucosidase in human spleen homogenate; Potency, µM (top dose mostly 79.9 µM), for inactives: top-dose activity change, negative = inhibition, actives largely listed as inhibitors; human spleen homogenate, 4-MU-alpha-glucoside fluorescence; hit rate 0.006% among 240,000; P10253;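 further: 0% = enzyme with vehicle and -100% = no enzyme basal signal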
#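 Compounds were titrated against alpha-glucosidase in spleen homogenate at pH 5.0, with 1 mM 4-methylumbelliferyl substrate for 40 min at 37 C. Reactions were quenched with pH 10 NaOH/glycine and fluorescence measured.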
# Tau fibril ThT: inhibitors of human tau fibril formation, thioflavin T binding | recombinant tau K18 P301L, heparin-induced fibrillization, ThT fluorescence | P10636 | Potency, µM (doses to about 57.4 µM), without a hit: at the top dose activity, negative = inhibition, most hits filed as inhibitors | hit rate 2.1% among 270,000 | AID 1460; further: on the % scale 0 is the no-effect control and ±100 the full control effect; nearly all actives have a fitted effect of over 55% in size
# Target sequence (P10636 561-689 P618L limits assumed): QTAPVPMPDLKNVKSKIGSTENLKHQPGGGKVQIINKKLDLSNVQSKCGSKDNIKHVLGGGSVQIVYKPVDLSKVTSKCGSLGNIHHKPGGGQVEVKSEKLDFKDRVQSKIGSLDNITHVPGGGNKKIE
#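 In this qHTS, human K18 P301L tau is incubated with compound and heparin for 6 hr at 37 C, and Thioflavin T fluorescence then reports fibril load.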
# GAA glycogen mod: alters human alpha-glucosidase cleavage of glycogen; P10253; recombinant GAA, glycogen substrate, Amplex Red glucose oxidase fluorescence; Potency, µM (doses to about 76.4 µM), for the others: at the top dose activity change, negative = inhibition, usual class: inhibitors; hit rate 0.38% among 300,000; AID 2100;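 further: 0% = full enzyme reaction and -100% = no-enzyme basal signal; the screen sought inhibitors and activators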
#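 Recombinant human enzyme (4 nM); glycogen substrate; 37 C, 40 min, pH 5.0. Readout: coupled glucose oxidase/Amplex Red fluorescence.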
# GLA spleen mod: inhibits or activates alpha-galactosidase in human spleen homogenate; human spleen homogenate, 4MU-alpha-Gal fluorescence, 40 min; Potency, µM (highest dose often 80 µM), for inactives: top-dose activity change, negative = inhibition, usual class: inhibitors; hit rate 0.008% among 240,000; AID 2107; P06280;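 further: 0% = enzyme with vehicle and -100% = no enzyme basal signal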
# Target sequence (P06280 32-429 limits assumed): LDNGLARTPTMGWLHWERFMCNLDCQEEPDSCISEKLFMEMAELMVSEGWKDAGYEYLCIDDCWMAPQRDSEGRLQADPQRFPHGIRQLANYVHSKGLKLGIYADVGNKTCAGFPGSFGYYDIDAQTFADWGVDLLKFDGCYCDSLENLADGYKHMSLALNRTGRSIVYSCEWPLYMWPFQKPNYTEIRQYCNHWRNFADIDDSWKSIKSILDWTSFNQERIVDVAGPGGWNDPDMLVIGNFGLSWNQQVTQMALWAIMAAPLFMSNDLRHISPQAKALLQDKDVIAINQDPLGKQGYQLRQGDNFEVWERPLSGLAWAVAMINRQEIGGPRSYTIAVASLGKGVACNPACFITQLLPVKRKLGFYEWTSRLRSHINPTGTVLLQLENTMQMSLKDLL
#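 Human spleen homogenate (1 ug) as enzyme source, 4-methylumbelliferyl-alpha-D-galactopyranoside 1 mM final, citrate/phosphate pH 5.0 with 0.01% Tween-20. Compounds 40 min at 37C, NaOH/glycine stop; fluorescence Ex 365/Em 440, Hill-fit AC50.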
# HTT cytoprotect: Huntington cell model cytoprotection by ATP luminescence. Potency, µM (titrated, usually from 56.4 µM), for inactives: cytoprotection (ATP increase), most hits filed as activators. AID 1471. PC12 HTT-Q103 induced, cytoprotection, ATP luminescence, 40 h. hit rate 0.14% among 230,000;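 further: % of control where 0% means no effect; nearly all actives have a fitted effect of over 45% in size; toxic huntingtin expression switched on by the ecdysone agonist tebufenozide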
#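 Compounds were screened for protection of PC12 cells against cell death after tebufenozide induction (100 nM final) of mutant Huntingtin exon 1 (Q103) fused to GFP.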
# Tau fluor cs: counter-screen for tau fibril formation inhibitors. tau K18 P301L (four-repeat tau fragment) Alexa594 fluorescence, heparin fibrillization. Potency, µM (doses to about 57.7 µM), for the others: at the top dose activity change, negative = decrease. hit rate 0.93% among 280,000. AID 1463; further: on the % scale 0 is the no-effect control and ±100 the full control effect; nearly all actives have a fitted effect of over 55% in size
#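 Human K18 P301L tau (15 uM unlabeled plus 0.24 uM Alexa 594-labeled, final) in 100 mM sodium acetate pH 7 was mixed with compound and 20 uM heparin and incubated 6 hr at 37 C.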
# Tau fibril FP: tau fibrillization inhibition (FP). Potency, µM (doses to about 57.7 µM), for inactives: at the highest dose activity, negative = inhibition, usual class: inhibitors. K18 P301L tau heparin fibrillization, Alexa594 FP, 6 h. hit rate 0.39% among 280,000; further: on the % scale 0 is the no-effect control and ±100 the full control effect; nearly all actives have a fitted effect of over 55% in size
#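 Recombinant K18 P301L […], labeled with Alexa 594 at 0.24 uM over 15 uM unlabeled; heparin inducer 20 uM final; 37 C, 6 hr; FP endpoint.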
# GAA inh: inhibitors of human lysosomal alpha-glucosidase | P10253 | purified human GAA, 4-MU-alpha-glucoside fluorescence | Potency, µM (titrated, usually from 76.9 µM), without a hit: at the highest dose activity change, negative = inhibition, usual class: inhibitors | hit rate 0.005% among 200,000 | AID 1466;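 further: plate controls were uninhibited enzyme wells for no effect and no-enzyme background for full effect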
#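 qHTS format, compound range up to 77 uM. Human lysosomal enzyme at 4 nM, 400 uM 4-MU glucoside substrate, pH 5.0, 20 min room temperature; fluorescence after alkaline stop gives activity normalized to controls.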
# Active calls of the source: *; ? = inconclusive; · = no result given; & = joins results of further samples; [ ] = another dose, or the depositor's remark. The call rests on the fitted dose curve; in most records, active means well fitted curve in the direction sought with a large enough effect; inconclusive means small, poorly fitted or top-dose-only effect, or another doubt; inactive means no such curve, though single readings can be large; an effect the other way counts as inactive or inconclusive. Potency means the concentration at half of the fitted maximal effect. Not a hit list. About 3.3% of those tested had a hit in this group.
# Fields: aGlu spleen mod	Tau fibril ThT	GAA glycogen mod	GLA spleen mod	HTT cytoprotect	Tau fluor cs	Tau fibril FP	GAA inh
1: CC(C)(C)c1ccc2c(c1)OC(C(=O)N/N=C\c1ccncc1)CO2 (stereo not drawn)
→ 3%	-7%	3%	15%	20%[10 µM]	-17%	9%	·
2: CCCCC(=O)Nc1c(C(=O)N2CCN(c3ccccc3F)CC2)oc2ccccc12
→ ·	-13%	13%[76.3 µM]	·	·	-5%	3%	·
3: CCOCCCn1c(SCC(=O)NC(C)(C)C)nc2ccccc2c1=O
→ -5%	-1%	1%	-5%	-10%	-3%	0%	-3%
4: CSCCC(NC(=O)c1ccccc1)C(=O)NC1CC1 (stereo not drawn)
→ 2%	10%	9%	3%	-16%[1.9 µM]	4%	-3%	2%
5: CCCNC(=O)OC[C@@H]1O[C@H](CCO/N=C(\C)CCN2CCCCc3nc(C)c(C)cc32)C=C[C@@H]1Oc1ccc(OC)cc1
→ -1%[17.4 µM]	-4%[11.5 µM]	·	-3%[17.5 µM]	2%[10 µM]	-7%[11.6 µM]	2%[11.6 µM]	·
6: CCOC(=O)c1[nH]c2ccccc2c1NC(=O)c1ccccc1F
→ ·	-16%	14%[76.3 µM]	·	·	?	4%	·
7: COc1cc(C(=O)Nc2cccc(-c3nc4cc(C)cc(C)c4o3)c2)cc(OC)c1OC
→ 2%	-17%	2%	6%	-27%	-12%	-5%	-12%
8: CC(=O)Oc1cccc(C)c1
→ 7%&6%	2%	·	20%&8%	-72%[inhibitor]	1%	1%	·
9: CCCC(=O)Nc1c2c(nn1-c1ccc(OC)cc1)CS(=O)C2 (stereo not drawn)
→ -1%	6%	-6%	-3%	12%[10 µM]	4%	9%	0%
10: C/C(CCC(=O)OC[C@@H]1O[C@H](C#Cc2ccccc2)C=C[C@@H]1Oc1ccc(C)cc1)=N/O[C@@H](C)c1cc(-c2c(C)cc(C)cc2C)no1
→ 1%[17.4 µM]	-6%[11.5 µM]	·	10%[17.5 µM]	-11%[10 µM]	-4%[11.6 µM]	-2%[11.6 µM]	·
11: Cc1cc(C)nc(NS(=O)(=O)c2ccc(NC(=O)c3ccco3)cc2)n1
→ 0%	-3%	-16%	-4%	-5%	1%	-2%	-4%
12: COc1ccc(-c2noc(-c3ccccc3C(=O)NCc3ccco3)n2)cc1
→ 4%	-15%	6%	3%	-71%[inhibitor][0.074 µM]	-16%	-14%	-8%
13: COc1cccc(N2CCN(c3c4c(nc5ncnn35)CCC4)CC2)c1
→ -7%	-9%	-2%	-11%	-5%	8%	8%	-4%
14: Cc1cccc(C(=O)NC2CCN(CC(=O)N3CCOCC3)CC2)c1
→ 2%	-2%	-7%	8%	6%[10 µM]	-4%	6%	-9%
15: O=C(Nc1cccn2ncnc12)c1ccc(Cl)cc1
→ -14%	-10%	9%	?	-5%	-19%	-7%	-2%
16: Cc1ccnc(NC(=O)c2cccc(NC(=O)COc3ccccc3)c2)c1
→ -9%	-6%	1%	6%	-38%	-3%	4%	0%
17: Cc1noc(NS(=O)(=O)c2ccc(NC(=O)CCn3c(=O)oc4ccccc43)cc2)c1C
→ 6%	5%	1%	2%	-11%	4%	0%	-8%
18: CCN1C(=O)C(O)(CC(=O)c2cccc(-n3cccc3)c2)c2ccccc21 (stereo not drawn)
→ -14%	-12%	10%	-1%	6%[10 µM]	-12%	?	2%
19: Cc1ccc(-n2nnc(-c3nc(-c4cccs4)no3)c2N)c(C)c1
→ ·	6%	-3%[76.3 µM]	·	·	1%	-11%	·
20: COC(=O)C1(C)C=C2C(=C(c3ccccc3)C(=O)C2C)CN1 (stereo not drawn)
→ -7%	-10%	·	1%	-37%[inhibitor]	-4%	-2%	·
21: CC12C(=O)OC(=O)C1(C)C1CCC2O1 (stereo not drawn)
→ 1%&0%&5%	-2%&-16%&-3%	·	9%&5%&-8%	-18%	-2%&-3%&-11%	3%&-3%&-15%	·
22: CCOC(=O)c1[nH]c(=O)[nH]c1COC(=O)c1cc2ccccc2o1
→ 2%	?	-9%	-4%	-7%	1%	7%	5%
23: CCCOc1ccc(/C=c2\sc3nc(-c4ccco4)nn3c2=O)cc1OCC
→ 2%	-20%	-5%	7%	16%[10 µM]	-10%	0%	?
24: COC(=O)[C@H](NC(=O)c1cc(-c2ccccc2)nc2ccccc12)c1ccccc1
→ 2%&2%	-18%&-8%	·	-5%&4%	-8%	-30%&-19%	-2%&1%	·
25: CC1=NOC(=O)/C1=C\c1ccc2c(c1)OCO2
→ 3%	?	8%	5%	-19%	-13%	-12%	3%
26: COc1ccc(S(N)(=O)=O)cc1C(=O)N1CCCC1
→ 2%	-1%	25%	-5%	-40%[inhibitor]	-3%	-2%	?
27: Cn1c(SCCC(=O)O)nnc1-c1ccncc1
→ 1%	-4%	4%	7%	22%[1.9 µM]	-5%	0%	-3%
28: O=C(CSc1nnc(-c2cccnc2)n1Cc1ccco1)c1ccc(Cl)cc1
→ -3%	-15%	4%	-10%	0%	-16%	-2%	-7%
29: CC(C)S(=O)(=O)C1=NSC2=NC(=O)/C(=C\c3ccc(-c4cccc(C(=O)O)c4)o3)C(=N)N21
→ 13%	17%	24%	9%	-6%[10 µM]	17%	10%	-1%
30: CCN(CC)C(=O)c1sc(NC(=O)Cc2ccc(OC)cc2)c(C#N)c1C
→ -12%	-2%	1%	6%	-22%	-7%	8%	-8%
31: O=C(CN1C(=O)COc2ccc(S(=O)(=O)N3CCCC3)cc21)N1CCCC1
→ -5%	·	-1%	-1%	-14%[10 µM]	6%	-3%	·
32: O=C(O)c1ccc(C2SCC(=O)N2Cc2ccco2)cc1 (stereo not drawn)
→ -2%	6%	-4%	-3%	24%[10 µM]	4%	-14%[2.34 µM]	18%
33: O=C(CCc1nnc(COc2ccccc2)o1)NCc1ccc(Cl)s1
→ 3%	-16%	-11%	4%	-18%	-9%	3%	-3%
34: Cc1ccc(C)c(NC(=O)N2CCC(CN3CCOCC3)CC2)c1
→ ·	8%	-10%[76.3 µM]	·	·	10%	-3%	·
35: COC(=O)c1sc(-c2ccccc2)cc1NC(=O)C1CC1
→ 0%	-18%	4%	-9%	-49%[inhibitor]	-21%	-16%	2%
36: COC(=O)CNC(c1ccccc1Cl)c1cc(Br)ccc1NC(=O)CCN1CCOCC1 (stereo not drawn)
→ -1%	-7%	1%	1%	-11%	-5%	-7%	-5%
37: CC1(C)NC(=O)N(CC(O)Cn2c3ccccc3c3ccccc32)C1=O (stereo not drawn)
→ 6%	2%	-11%	1%	10%[10 µM]	2%	5%	2%
38: Cc1cc(C)cc(NC(=O)CCCn2nc(C)c3c(C)n(-c4ccccc4)nc3c2=O)c1
→ ·	-7%	-3%[76.3 µM]	·	·	-10%	6%	·
39: COc1cc(C)c(Br)cc1S(=O)(=O)NCCCN1CCOCC1
→ 8%	-4%	-3%	12%	-6%[10 µM]	-4%	0%	-5%
40: O=C(NC1CCCC1)C(c1cccs1)N(CC1CCCO1)C(=O)Cc1cccs1 (stereo not drawn)
→ -6%	-17%	-16%	-9%	3%[10 µM]	-3%	-7%	-2%
41: COC(=O)CCC(=O)OC1(C)C(=O)C=C2C=C(C3CC3)N(C3CC3)C=C2C1=O (stereo not drawn)
→ 6%[17.4 µM]	?	3%	6%[17.5 µM]	-20%&-8%[10 µM]	-9%[11.6 µM]	?	·
42: CC(C)(C)OC(=O)N1CCCN(C(=O)Nc2ccc(C(F)(F)F)cc2)CC1
→ 4%	?	0%	6%	-8%[10 µM]	-25%	-7%	·
43: COc1cccc(OCC(=O)NC2CCCCC2)c1
→ -2%	-4%	1%	-5%	-32%	-7%	-4%	-1%
44: COc1ccc2nc(NC(=O)C3CCCN3S(=O)(=O)c3ccc(C)cc3)sc2c1 (stereo not drawn)
→ -10%	-4%	-18%	-24%	-28%	-23%	9%	0%
45: CSCCC(NS(=O)(=O)c1cc(C(=O)O)ccc1Cl)C(=O)O (stereo not drawn)
→ 8%	-3%	-5%	7%	-4%[10 µM]	-1%	-3%	7%
46: COCCCNC(=O)c1cccn2c(=O)c3cc4ccccc4cc3nc12
→ -15%	14µM*	0%	7%	?	-11%	-6%	2%
47: COc1ccc(C2=Nn3c([n+](C)c4ccccc43)SC2)cc1
→ -3%	?	0%	3%	-44%[10 µM]	-16%	-13%	0%
48: Cc1cc(O)c(/C=N/OCc2ccc(Cl)cc2Cl)c(=O)o1
→ 1%	-7%	-5%	2%	·	-2%	-2%	9%
49: COc1cccc(NC(=O)c2nn(C34CC5CC(CC(C5)C3)C4)cc2[N+](=O)[O-])c1
→ 3%	-12%	1%	-1%	-8%	?	-7%	-4%
50: O=C(NCCc1ccc(Cl)cc1)C1CCN(S(=O)(=O)N2CCCC2)CC1
→ -2%	-3%	-1%	-2%	24%	-7%	-8%	-4%
51: CCCCc1nnc(NC(=O)C=C(C)C)s1
→ 6%	4%	-5%	6%	-2%[0.074 µM]	-2%	1%	-6%
52: CCn1cc(C(=O)O)c(=O)c2cc(F)c(N3CCN(C(=O)Nc4ccccc4)CC3)cc21
→ 8%	-15%	3%	3%	-13%[0.074 µM]	-4%	3%	-6%
53: CCOCC(=O)Nc1cc(C(=O)Nc2cccc(C)c2C)ccc1Cl
→ 0%	-5%	8%	2%	10%	-6%	-10%	-7%
54: CC1CCCN1CC#CC(O)(c1ccccc1)c1ccccc1 (stereo not drawn)
→ 5%	-7%	11%	16%	17%[10 µM]	-4%	-3%	·
55: Cc1ccc(/C(O)=C/c2nc3ccccc3oc2=O)cc1
→ -11%	-17%	?	-3%	-2%[10 µM]	-9%	-6%	·
56: Cc1ccccc1NC(=S)NC1(C)CCS(=O)(=O)C1 (stereo not drawn)
→ -11%	3%	0%	4%	·	7%	6%	7%
57: O=C(O)c1ccc(SCc2cnc(Cl)s2)cc1
→ 1%	2%	10%	7%	-4%	-8%	-12%	9%

# With a hit mark in Tau fibril ThT (from the list above):
entry	smiles	aGlu spleen mod	Tau fibril ThT	GAA glycogen mod	GLA spleen mod	Tau fibril FP
46	COCCCNC(=O)c1cccn2c(=O)c3cc4ccccc4cc3nc12	-15%	14µM*	0%	7%	-6%

# 2 of these compounds in another layout.
item	structure	aGlu spleen mod	Tau fibril ThT	GAA glycogen mod	GLA spleen mod	HTT cytoprotect	Tau fluor cs	Tau fibril FP	GAA inh
56	Cc1ccccc1NC(=S)NC1(C)CCS(=O)(=O)C1 (stereo not drawn)	-11%	3%	0%	4%	·	7%	6%	7%
57	O=C(O)c1ccc(SCc2cnc(Cl)s2)cc1	1%	2%	10%	7%	-4%	-8%	-12%	9%
